Source: PubChem
RNase H inhibition: RNase H inhibition, HIV 1 Gag Pol polyprotein, FRET biochemical assay, screening (AID 372). HIV-1 RT RNase H, FRET RNA/DNA substrate fluorescence; higher % means a stronger effect. one-dose inhibition, % at 10 µM; IC50 in µM for titrated hits. 100,000 compounds, 0.77% hits; in the data active = inhibition above about 50%
The depositor's hits bear a star. Some of the compounds tested, so the mix of outcomes need not match the whole.

molecule | RNase H inhibition
N#C/C(=C\c1ccc(-c2cc(Cl)ccc2Cl)o1)C(=O)Nc1cccc2ncccc12 | 0.0%
COc1cc(NC(=O)c2ccc(Cl)cc2Cl)ccc1NC(=O)c1cc2ccccc2o1 | 21.0%
Cc1ccc2nc(/C(C#N)=C/c3cc([N+](=O)[O-])ccc3Cl)[nH]c2c1 | 8.0%
CCN(CC)CCCCCOc1cc(C)cc(C)c1C | 7.0%
COc1ccc(-n2nc3cc(C)c(NC(=O)c4ccc(OC)c(OC)c4)cc3n2)cc1 | 2.0%
O=C(Nc1ccc(Cc2ccncc2)cc1)c1ccc2ccccc2n1 | 19.0%
CC(Oc1ccc(Cl)cc1Cl)C(=O)Nc1cc(C(F)(F)F)ccc1Cl (centres undefined) | 24.0%
O=[N+]([O-])c1ccc(/C=N/N=C/c2ccccc2O)o1 | 15.0%
CCSc1nc2c(c(=O)n1-c1ccc(OC)cc1)C1(CCCC1)Cc1ccccc1-2 | 7.0%
CCOc1ccc(NC(=O)CSc2ccccn2)cc1 | 17.0%
CCOC(=O)c1c(NC(=S)NC(=O)/C=C/c2ccco2)sc2c1CCCC2 | 14.0%
Cc1cc(C)cc(N2C(=O)CC(Sc3ncn[nH]3)C2=O)c1 (centres undefined) | 11.0%
CCOc1cc(C(=O)Nc2ccc(-c3nc4cc(C)ccc4o3)cc2)cc(OCC)c1OCC | 16.0%
COC(=O)c1ccc(/C=C2/SC(=O)N(CNc3ccc(Br)cc3C)C2=O)cc1 | 6.0%
O=C1NC(=Nc2ccc(O)cc2)CS1 | 0.0%
O=C1Nc2ccccc2C1(O)C/C(=N/O)c1ccc(Cl)cc1 (centres undefined) | 1.0%
CC(c1nc2ccccc2n1C)C(O)(c1ccccc1)c1ccccc1 (centres undefined) | 5.0%
COc1ccc(-c2ccc(/C=N/Nc3ccc([N+](=O)[O-])cc3[N+](=O)[O-])o2)cc1Cl | 16.0%
CS(=O)(=O)N(CC(=O)NCCSCc1ccc(Cl)cc1)c1ccc(Cl)cc1 | 55.0%*
O=C1C(=O)N(c2ccccn2)C(c2ccccc2F)/C1=C(/O)c1ccc(Cl)cc1 (centres undefined) | 0.0%
O=C(N/N=C/c1cc([N+](=O)[O-])ccc1O)c1cccc2ccccc12 | 0.0%
COc1ccc(C2CC(=O)C3=C(C2)NC(C)=C(C(=O)OC2CCCC2)C3c2ccc(OCc3ccccc3)cc2)cc1 (centres undefined) | 14.0%
Cc1cc2c(cc1C)N(Cc1ccc(C(C)(C)C)cc1)C1=NCCCN12 | 17.0%
Cc1cc(N2CCN(c3ccccc3)CC2)nc(-c2ccc(Br)cc2)n1 | 6.0%
O=C(CCN1C(=O)c2ccccc2C1=O)Nc1ccccc1C(=O)N(Cc1ccccc1)Cc1ccccc1 | 17.0%
COc1ccc(-c2cc(C(=O)N/N=C(\C)c3ccc(Cl)cc3)[nH]n2)cc1 | 33.0%
O=C(Nc1ccc(Br)cc1)c1nc[nH]c1C(=O)O | 0.0%
CC1CCN(C(=O)Nc2cccc(Cl)c2)CC1 | 2.0%
COC(=S)N/C(=N/S(=O)(=O)c1ccc(Br)cc1)c1ccccc1 | 30.0%
COc1ccc(COC(=O)C2=C(C)NC3=C(C(=O)CC(C)(C)C3)C2c2ccc(N(C)C)cc2)cc1 (centres undefined) | 6.0%
CCOC(=O)c1c[nH]c2ccc(C)cc2c1=O | 7.0%
COc1ccc(OC)c(C2/C(=C(\O)c3ccccc3)C(=O)C(=O)N2Cc2cccnc2)c1 (centres undefined) | 2.0%
COC(=O)C1=CNC=C(C(=O)OC)C1c1cc2c(cc1Cl)OCO2 | 9.0%
CCOc1nc(-c2ccccc2)cc(-c2ccc(Br)cc2)n1 | 13.0%
COc1ccc(C(CC(=O)c2ccc(C)cc2)Nc2ccc(Br)cc2)cc1 (centres undefined) | 0.0%
Cc1ccc(/C=N/NC(=O)c2cccc(Cl)c2)cc1 | 0.0%
COc1ccc(N(CC(=O)NCCSCc2cccc(Cl)c2)S(=O)(=O)c2ccccc2)cc1 | 24.0%
O=C(Nc1ccc2c(c1)Cc1ccccc1-2)c1ccncc1 | 16.0%
COc1ccc(CC(=O)Nc2sc3c(c2C(=O)Nc2ccccc2OC)CCCCC3)cc1 | 14.0%
COc1ccc(CNC(=O)CSc2nnnn2-c2ccccc2)cc1 | 16.0%
Cc1c(OCC(=O)N(C)C)ccc2c3c(c(=O)oc12)CCCC3 | 0.0%
CN1C(=O)NC(=O)/C(=C\c2ccc(Cl)cc2Cl)C1=O | 14.0%
CCC1=NN2C(=N)/C(=C/c3cn(Cc4ccc(F)cc4)c4ccccc34)C(=O)N=C2S1 | 16.0%
O=[N+]([O-])c1ccc(-c2cnc(N/N=C/c3ccc(Br)cc3)nc2)cc1 | 20.0%
COc1ccc(N=C2C=C(C(C)(C)C)C(=O)C(C(C)(C)C)=C2)cc1OC | 1.0%
CC(C)(CO)NC(=O)C12CC3CC(CC(C3)C1)C2 | 11.0%
O=C1C(=O)N(c2cccnc2)C(c2ccccc2Cl)/C1=C(\O)c1ccc(Cl)cc1 (centres undefined) | 20.0%
Cc1cc[n+](CC(=O)c2ccc(NC(=O)c3ccccc3)cc2)c2ccccc12 | 14.0%
Cc1ccc(C(c2ccc(C)o2)c2cc(Cl)ccc2O)o1 | 21.0%
O=C(Nc1ccc(-c2nc3ccccc3s2)cc1)c1cc2ccccc2o1 | 43.0%
C=C(C)CSc1nnc2n(-c3ccc(OC)cc3)c(=O)c3c4c(sc3n12)COC(C)(C)C4 | 3.0%
CCOC(=O)C1=C(C)NC2=C(C(=O)CC(c3ccccc3)C2)C1c1ccc(OC)cc1 (centres undefined) | 18.0%
Cc1[nH]c2c(Cl)cccc2c(=O)c1CN1CCCC1 | 10.0%
COc1ccc(NS(=O)(=O)c2cccs2)c(OC)c1 | 0.0%
COc1cc(/C=C2\SC(=S)N(C)C2=O)cc(Cl)c1OCCOc1cc(C)cc(C)c1 | 11.0%
C/C(=N\Nc1nc(-c2ccccc2)nc(C)c1C)c1ccc(Br)cc1 | 6.0%

(further entries)
molecule | RNase H inhibition
Cc1ccc(S(=O)(=O)N/N=C/C=C/c2ccc(N(C)C)cc2)cc1[N+](=O)[O-] | 19.0%
COc1cc(OC)c(/C=N/n2cnc3sc4c(c3c2=O)CCCC4)cc1Br | 6.0%
COc1ccc(-n2c(O)c(/C=C3/C(C)=Nc4ccccc43)c(=O)[nH]c2=O)cc1 | 22.0%
CCN(CC)S(=O)(=O)c1ccc(Cl)c(C(=O)Nc2ccccc2C(=O)O)c1 | 4.0%
CCCCCCCCOC(=O)c1c(C)n(C)c2ccc(OC(C)=O)cc12 | 16.0%
O=C(O)C1C2CCC(O2)C1C(=O)NCc1ccc(F)cc1 (centres undefined) | 7.0%
Cc1cc(N=Cc2cc(Cl)ccc2O)no1 | 14.0%
CCN1C(=O)C(c2ccc(O)cc2)(c2ccc(O)cc2)c2ccccc21 | 11.0%
CCCC(C)NC(=O)c1ccc(Cl)cc1Cl (centres undefined) | 5.0%
CC1CCN(c2ccc(/C=N/NC(=O)Cn3nnnc3N)cc2[N+](=O)[O-])CC1 | 5.0%
O=C(NCc1ccc(F)cc1)c1nn2c(C(F)(F)F)cc(-c3ccco3)nc2c1Cl | 7.0%
COc1ccc(NC(=S)NC(=O)Cc2ccccc2)cc1Cl | 2.0%
CCOC(=O)CCN1C(=O)/C(=C\c2cccs2)SC1=S | 14.0%
COc1ccc(OC)c(C(=O)c2coc3ccc(OC(C)=O)cc23)c1 | 20.0%
Cc1ccccc1OCC(=O)O/N=C(\N)c1ccc(Br)cc1 | 14.0%
O=C(/C=C/Nc1ccccc1O)C(F)(F)F | 4.0%
CCOC(=O)C1=C(C)N=c2s/c(=C\c3cc(I)c(OC)c(I)c3)c(=O)n2C1c1ccc(C)cc1 (centres undefined) | 20.0%
CN(C)S(=O)(=O)c1ccc(C(=O)Nc2ccc(F)cc2F)cc1 | 0.0%
COc1cc(/C=N/NC(N)=O)ccc1O | 9.0%
CCN1CCN(C2CC(=O)N(c3ccc(OC)cc3)C2=O)CC1 (centres undefined) | 13.0%
CCOc1ccc(/C=N/NC(=O)c2cc(C3CC3)[nH]n2)cc1 | 10.0%
Cc1occc1C(=O)Nc1ccc(C(N)=O)cc1 | 6.0%
CC(C)COc1ccc(C(=O)Nc2ccc(Br)cc2)cc1 | 10.0%
O=[N+]([O-])c1cccc(CN2CCN(c3ncccn3)CC2)c1 | 3.0%
O=C(/C=C/c1cn(Cc2ccccc2)c2ccccc12)c1ccc(Cl)cc1 | 7.0%
CCOC(=O)C1=C(C)N=c2s/c(=C\c3ccc(C)o3)c(=O)n2C1c1ccc(SC)cc1 (centres undefined) | 40.0%
CCOC(=O)/C(C#N)=C/NC(=O)NC(C)(C)C | 4.0%
COc1ccccc1CNS(=O)(=O)c1ccc([N+](=O)[O-])cc1 | 11.0%
CCOc1ccc(C(=O)Nc2ccc(I)cc2Cl)cc1 | 2.0%
COc1ccc(-c2nnc(Nc3ccccc3)c3ccccc23)cc1 | 13.0%
O=C1c2ccccc2C(=O)N1c1ccc(S(=O)(=O)N2CCOCC2)cc1 | 7.0%
CCOc1ccc(OCCCOc2ccccc2C=O)cc1 | 18.0%
CC(=O)Nc1ccc(S(=O)(=O)N2c3cc(C)ccc3C(C)=CC2(C)C)cc1 | 7.0%
CCCCC1(C)OC(=O)C(=Cc2ccc(SC)cc2)C(=O)O1 (centres undefined) | 12.0%
c1cc2c(cc1CNc1ccc3cn[nH]c3c1)OCO2 | 20.0%
CCOC(=O)c1c(N)c(C#N)c(C)n1-c1ccc(Cl)cc1 | 3.0%
CCOC(=O)C1=C(C)N=c2s/c(=C\c3ccc(-c4cc(Cl)ccc4C)o3)c(=O)n2C1c1ccccc1 (centres undefined) | 22.0%
CCOc1cc([N+](=O)[O-])cc(/C=N/NC(=O)c2cc(C(C)(C)C)[nH]n2)c1O | 2.0%
Nc1c(C(=O)C2CC2)sc2nc3c(cc12)CCC3 | 8.0%
CCOC(=O)N1CCN(C(=O)c2ccc(I)cc2)CC1 | 23.0%
CCOc1ccccc1NC(=O)c1ccc(Br)cc1 | 2.0%
COc1ccccc1OCC(=O)Nc1ccc(Nc2ccccc2)cc1 | 8.0%
CC1(C)C(c2ccccc2)=NC(c2ccc(C(F)(F)F)cc2)N1O (centres undefined) | 28.0%
COc1ccc(/C=C/C(=O)NCCc2nc3ccccc3[nH]2)cc1OC | 7.0%
CC(Oc1ccccc1)C(=O)N1CCN(Cc2ccccc2)CC1 (centres undefined) | 30.0%
COC(=O)Nc1ccc(S(=O)(=O)Nc2ccccc2O)cc1 | 2.0%
COc1ccccc1N1CCN(C(=O)c2ccccc2Br)CC1 | 7.0%
O=[N+]([O-])c1cccc(S(=O)(=O)N(Cc2ccccc2)Cc2ccccc2)c1 | 32.0%
N#Cc1c2ncn(CC(=NO)c3ccccc3)c(=O)c2c2n1CCC2 | 8.0%
COc1ccc(NC(=S)NC(=O)c2cccc(I)c2)cc1 | 15.0%
COC(=O)c1cccc(NC(=O)/C(=C\c2ccc(OC)cc2)NC(=O)c2ccccc2Br)c1 | 9.0%
Cc1nc2ccc(Br)cn2c1C(=O)N/N=C\c1ccc(Cl)cc1Cl | 6.0%
Cc1c(Cl)cccc1NC(=O)CSc1nc2ccccc2s1 | 33.0%
O=c1[nH]c(N/N=C/c2ccccc2Br)nnc1-c1ccccc1 | 6.0%
Brc1ccc(NCc2ccc3c(c2)OCO3)cc1 | 14.0%
COc1ccc2c(Cl)c(C(=O)Nc3ccc(N4CCOCC4)cc3)sc2c1 | 0.0%

Remaining list, next part.
molecule | RNase H inhibition
COc1ccccc1NC(=O)C1=C(C)NC(=O)NC1c1ccc(Br)cc1 (centres undefined) | 6.0%
O=S(=O)(/N=C1/SCCN1S(=O)(=O)c1ccc(Cl)cc1)c1ccc(Cl)cc1 | 0.0%
O=C(NOC(=O)c1ccc(Br)cc1)c1ccc(Cl)cc1 | 0.0%
Cc1ccccc1N(CC(=O)N1CCc2ccccc2C1)S(C)(=O)=O | 0.0%
Cc1cccc(C2(c3cccc(C)c3)CC2C(=O)Nc2cc([N+](=O)[O-])ccc2O)c1 (centres undefined) | 30.0%
O=C(N/N=C/c1c[nH]c2ccccc12)Nc1ccccc1 | 0.0%
Cc1ccsc1C=Nn1c(-c2ccccc2)n[nH]c1=S | 9.0%
CCOC(=O)C1=C(C)NC2=C(C(=O)CCC2)C1c1ccc(F)cc1 (centres undefined) | 3.0%
O=C(N/N=C/c1c(F)cccc1Cl)c1cccnc1 | 12.0%
O=C(NCC1(c2ccccc2)CCCC1)c1ccccc1Cl | 4.0%
CC1(C)CC(NC(=O)c2ccc(Cl)cc2)CC(C)(C)N1 | 13.0%
Cc1c(N(C(=O)c2cc(=O)[nH]c3ccccc23)C(C)C)c(=O)n(-c2ccccc2)n1C | 11.0%
Cc1nc(/N=C(/N)NC(=O)Cc2ccccc2)nc2ccccc12 | 10.0%
CC1=C(C(=O)OCc2ccccc2)C(c2ccc([N+](=O)[O-])cc2)NC(=O)N1C (centres undefined) | 27.0%
CCOC(=O)c1c(C)n(C)c2c(C)cc(O)c(OC(=O)CC)c12 | 6.0%
O=C(Nc1ccccc1)C1C2C3CCC(C3)C12 (centres undefined) | 8.0%
CCCC1=NN2C(=N)/C(=C/c3ccc(-c4ccc(C(=O)OCC)cc4)o3)C(=O)N=C2S1 | 15.0%
Cc1cc(N2CCN(c3ncccn3)CC2)n2c(nc3ccccc32)c1C#N | 5.0%

7 structures out of the list, sorted by SMILES length, rising:
molecule | RNase H inhibition
O=C(Nc1ccccc1)C1C2C3CCC(C3)C12 (centres undefined) | 8.0%
O=C(N/N=C/c1c(F)cccc1Cl)c1cccnc1 | 12.0%
CC1(C)CC(NC(=O)c2ccc(Cl)cc2)CC(C)(C)N1 | 13.0%
Cc1nc(/N=C(/N)NC(=O)Cc2ccccc2)nc2ccccc12 | 10.0%
CCOC(=O)c1c(C)n(C)c2c(C)cc(O)c(OC(=O)CC)c12 | 6.0%
CC1=C(C(=O)OCc2ccccc2)C(c2ccc([N+](=O)[O-])cc2)NC(=O)N1C (centres undefined) | 27.0%
CCCC1=NN2C(=N)/C(=C/c3ccc(-c4ccc(C(=O)OCC)cc4)o3)C(=O)N=C2S1 | 15.0%
